# SENP1 inh: inhibitors of human SENP1 SUMO protease catalytic domain | Q9P0U3 | recombinant SENP1 catalytic domain, CyPet-SUMO1-YPet FRET cleavage | inhibition, % at 10 µM | 0.21% of 360,000 active;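 active = inhibition at least 30% at 10 µM, raw YFP signal under a set limit, fluorescence ratio 0.5 to 1.5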;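 note: 0% = enzyme with DMSO and 100% = no enzyme wells; some results filed as inactive read as strong as hits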
# Target sequence (Q9P0U3 419-644 limits assumed): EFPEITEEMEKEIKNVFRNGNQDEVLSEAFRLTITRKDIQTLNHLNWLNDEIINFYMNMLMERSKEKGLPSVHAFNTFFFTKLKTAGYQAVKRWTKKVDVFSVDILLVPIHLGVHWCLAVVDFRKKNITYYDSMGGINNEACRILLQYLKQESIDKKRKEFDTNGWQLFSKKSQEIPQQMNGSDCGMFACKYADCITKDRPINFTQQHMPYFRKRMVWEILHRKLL
#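 material = recombinant human SENP1 catalytic domain, His6-tagged | quantity = 20 pM enzyme | reagent = 25 nM SUMO1 FRET substrate | compound dosing = 10 µM single point, 0.5% DMSO | timing = 50 min enzyme reaction, room temperature, light-protected | detection = FRET, CFP and YFP emission | control set = no-enzyme low, enzyme-DMSO high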
# SENP8 inh: SENP8 (human) protease inhibition | recombinant SENP8, Nedd8 substrate fluorescence | inhibition, % at 20 µM | 0.64% of 360,000 active | AID 602440; in the data active = inhibition mostly above about 40%, no sharp cut-off; inactive = mostly below about 27%
# Target sequence (Q96LD8 whole entry, looked up): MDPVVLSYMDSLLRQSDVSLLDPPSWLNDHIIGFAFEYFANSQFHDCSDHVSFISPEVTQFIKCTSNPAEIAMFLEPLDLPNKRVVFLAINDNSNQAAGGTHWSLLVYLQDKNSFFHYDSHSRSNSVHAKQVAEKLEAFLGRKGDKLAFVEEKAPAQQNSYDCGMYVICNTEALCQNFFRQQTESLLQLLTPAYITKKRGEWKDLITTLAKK
# MPTP inh: permeability transition pore inhibition; isolated mouse mitochondria, Ca2+ swelling absorbance, 30 min; inhibition, % at 10 µM; 1.4% of 360,000 active;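 active = inhibition of 50% or more, scaled per plate between neutral and stimulator controls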;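 note: 0% = DMSO wells given calcium and 100% = 1 mM EGTA wells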
# hIAP act: human IAP activation | P09923 | purified human IAP, CDP-Star luminescence, 30 min; hits give high values; 1 = vehicle-only enzyme, 0 = enzyme-free background | activation factor at 10 µM | 0.16% of 330,000 active;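 active = activation factor of the enzyme at least 2-fold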; note: the source names both 10 and 20 µM as test concentration; values of inactives mirror those of a sister screen read the other way
# PfGluPho inh: PfG6PD (Plasmodium falciparum) enzyme inhibition | 0.78% of 350,000 active | PfGluPho enzyme, NADPH resazurin-diaphorase fluorescence | inhibition, % at 20 µM;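 active = inhibition reaching at least a set limit at 20 µM in the primary screen, cut at about 59% in these data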;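 note: 0% = DMSO wells with substrate and 100% = DMSO wells lacking glucose-6-phosphate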
# SENP6 inh: SENP6 protease inhibition | Q9GZR1 | Recombinant SENP6 catalytic domain, aminoluciferin luminescence | inhibition, % at 10 µM | 1.8% of 330,000 active;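 active = inhibition above about 50% at the single tested dose, limit read from the data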;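 note: plate controls were DMSO wells with enzyme for no effect and DMSO wells lacking enzyme for full effect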
# Target sequence (Q9GZR1 628-1112 limits assumed): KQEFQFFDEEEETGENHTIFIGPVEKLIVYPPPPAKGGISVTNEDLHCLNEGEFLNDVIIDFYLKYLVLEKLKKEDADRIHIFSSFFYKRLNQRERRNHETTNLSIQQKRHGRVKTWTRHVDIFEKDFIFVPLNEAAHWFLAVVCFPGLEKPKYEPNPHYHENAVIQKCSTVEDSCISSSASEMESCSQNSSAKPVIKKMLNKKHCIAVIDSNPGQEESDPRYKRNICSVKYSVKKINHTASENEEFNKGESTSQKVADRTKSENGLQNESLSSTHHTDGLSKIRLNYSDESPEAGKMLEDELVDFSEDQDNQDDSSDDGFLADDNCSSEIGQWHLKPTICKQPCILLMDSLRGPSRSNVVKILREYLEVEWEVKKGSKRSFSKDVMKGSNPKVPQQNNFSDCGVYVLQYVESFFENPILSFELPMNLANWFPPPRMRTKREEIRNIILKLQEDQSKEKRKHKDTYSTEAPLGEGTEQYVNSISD
# ATG4B inh: inhibitors of human ATG4B cysteine protease; ATG4B cleavage of LC3-PLA2, NBD-HPC fluorescence, 1 h; inhibition, % at 8.33 µM; 0.51% of 340,000 active; in the data active = inhibition above about 40%
# GRIN3A LBD mod: modulates the human NR3A ligand-binding domain; NR3A LBD differential scanning fluorimetry, Tm shift; 0% = protein alone, 100% = glycine-bound protein; Tm shift relative to glycine control, % at 25 µM; 2.5% of 340,000 active;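 active = melting temperature shift of at least 10% of the positive control shift, at one fixed dose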
# Numbers without * were called inactive; / = no result given.
molecule	SENP1 inh	SENP8 inh	MPTP inh	hIAP act	PfGluPho inh	SENP6 inh	ATG4B inh	GRIN3A LBD mod
Cc1cc(Cl)c(C)c(S(=O)(=O)N2CCN(C(=O)C3CCCO3)CC2)c1Cl (configuration not stated)	2	2	-0.5	0.94	-11	-15	0	-4
Cc1sc2nc(CN3CCCC3)nc(N3CCC(C(N)=O)CC3)c2c1C	-27	-288	-5.4	1.2	-10	-17	-2	0
NS(=O)(=O)c1ccc(NC(=O)c2cc(Cl)ccc2Cl)cc1	3	-4	4.7	1	-8	-10	-3	-1
COc1ccc(N(C(C)C(=O)N/N=C/c2ccc(OC(C)C)cc2)S(C)(=O)=O)cc1 (configuration not stated)	1	6	-0.3	0.83	-4	-27	-3	-9
O=C(NCc1ccccc1F)C1CCC(=O)N(Cc2ccc(Cl)cc2)C1 (configuration not stated)	-1	13	-0.1	1.3	5	4	-6	1
Nc1ccc(C(=O)Oc2ccc([N+](=O)[O-])cc2)cc1	3	14	-0.6	1.1	-5	-5	2	2
Cc1ccc(OCC(=O)Nc2ccc3oc(=O)ccc3c2)c(C)c1	-2	-240	0.6	0.9	2	4	-13	-7
CC(C)CNc1oc(-c2ccc(F)cc2)nc1C#N	-1	-417	-0.2	1.1	20	-22	3	3
O=C(CNc1ccccc1F)Nc1cccc2ccccc12	-1	-4	0.8	1	6	0	-6	-10
CC(=O)c1c(C(C)=O)c(C)n(-c2nc(-c3ccccc3)c(C)s2)c1C	-2	-8	-0.3	1	10	-3	-3	-1
CS/C(N)=N/N=C/c1ccc2c(c1)OCO2	0	7	2.1	1	4	25	-7	1
CCN(C(=O)COC(=O)CN1C(=O)c2ccccc2C1=O)c1ccccc1	-1	0	-0.9	0.85	-4	15	-6	3
CCCC[C@@H]1CCCO[C@@](C(=O)NCc2ccc(C)o2)(C(F)(F)F)C1	-2	-6	-0.7	1.1	11	-15	-4	1
CCc1nnc(NC(=O)CSc2nnc(-c3ccccc3OC)n2-c2ccc(C)cc2)s1	-1	22	-1.1	0.98	-14	2	-3	-3
O=C(NCCc1ccccc1)C1CCN(S(=O)(=O)N2CCCCCC2)CC1	4	12	-0.5	1.2	-20	-17	-2	2
Cc1nnc(SCC(=O)N2CCCCC2)s1	2	5	-2.0	1	-3	-2	-2	0
Nc1c(N(CCC2=CCCCC2)C(=O)COc2ccc([N+](=O)[O-])cc2)c(=O)[nH]c(=O)n1Cc1ccccc1	1	1	0.1	/	-8	/	-16	1
COc1ccc(C(=O)OCC(=O)NC(C)CCc2ccccc2)cc1 (configuration not stated)	0	5	-0.1	1.2	-3	5	1	-1
CN1C(=O)CC(N2CCN(C(=O)CN3CCCC3)CC2)C1=O (configuration not stated)	0	18	1.7	0.92	10	-10	-10	-2
CCNc1ccc(C(=O)NN=C2CCCC2)cc1[N+](=O)[O-]	3	13	6.0	1.1	-1	-5	3	-1
O=C(Cn1cc([N+](=O)[O-])ccc1=O)NC1CCCCC1	1	1	0.2	0.94	11	-19	5	1
CNC(=S)NC12CC3CC(CC(C3)C1)C2	1	14	0.7	0.89	4	-8	11	-4
C=CCn1c(SCc2ccc(C(=O)OC)cc2)nnc1-c1sc(N)nc1C	1	19	-0.7	1.3	1	-20	1	1
Cc1ccccc1N(C(=O)c1snc(C(N)=O)c1N)C(C(=O)NCc1ccccc1)c1ccc(O)cc1 (configuration not stated)	-62	-317	1.3	1	-5	6	8	-19
Cc1ccc(-n2nc(-c3ccccc3)cc2Nc2ccccc2N)cc1	14	-40	0.8	0.87	29	0	-2	-8

# Ordered by value in GRIN3A LBD mod (highest first): five from the list above
molecule	SENP1 inh	SENP8 inh	MPTP inh	hIAP act	PfGluPho inh	SENP6 inh	ATG4B inh	GRIN3A LBD mod
Nc1c(N(CCC2=CCCCC2)C(=O)COc2ccc([N+](=O)[O-])cc2)c(=O)[nH]c(=O)n1Cc1ccccc1	1	1	0.1	/	-8	/	-16	1
Cc1sc2nc(CN3CCCC3)nc(N3CCC(C(N)=O)CC3)c2c1C	-27	-288	-5.4	1.2	-10	-17	-2	0
NS(=O)(=O)c1ccc(NC(=O)c2cc(Cl)ccc2Cl)cc1	3	-4	4.7	1	-8	-10	-3	-1
CN1C(=O)CC(N2CCN(C(=O)CN3CCCC3)CC2)C1=O (configuration not stated)	0	18	1.7	0.92	10	-10	-10	-2
Cc1ccc(OCC(=O)Nc2ccc3oc(=O)ccc3c2)c(C)c1	-2	-240	0.6	0.9	2	4	-13	-7

# (more compounds)
molecule	SENP1 inh	SENP8 inh	MPTP inh	hIAP act	PfGluPho inh	SENP6 inh	ATG4B inh	GRIN3A LBD mod
COc1ccc(N2CCN(C(=O)c3cccc(F)c3)CC2)c([N+](=O)[O-])c1	3	20	-2.5	0.94	7	15	-30	0
CN(C)CCN(C(=O)c1ccc(Br)s1)c1nc2cc3c(cc2s1)OCCO3	1	9	2.4	0.84	-2	-16	-2	-1
C=C1CCN([C@H](C(=O)NCc2cc(OC)c(OC)c(OC)c2)C(C)C)S(=O)(=O)c2ccccc21	0	4	-1.7	0.96	0	-6	-17	-1
O=C(CNS(=O)(=O)c1ccccc1F)Nc1ccc(N2CCOCC2)cc1	-1	5	0.2	0.9	8	-2	-7	1
Cc1cccc(NC(=O)/C(C#N)=C/c2ccc[nH]2)c1C	1	0	-0.3	1.1	6	-4	-7	2
O=C(N/N=C\c1ccncc1)c1ccc(Cl)s1	1	12	0.8	1.1	3	-5	-5	-5
CC(CC(=O)Nc1ccc(S(=O)(=O)Nc2ncccn2)cc1)c1ccccc1 (configuration not stated)	1	8	-0.4	0.94	-6	-3	-4	0
Cc1ccc(NC(=O)C(OC(=O)c2ccccc2Cl)c2ccccc2)cc1Cl (configuration not stated)	0	8	9.5	0.99	9	5	-8	19*
COC(=O)c1ccccc1NC(=O)c1cc(-c2ccc(C)cc2)on1	2	5	-0.9	0.99	-5	4	6	3
COc1ccc(C(=O)Nc2ccc(N3CCCCCC3)cc2)cc1S(=O)(=O)N1CCOCC1	0	3	-0.9	1	26	1	-26	-5
C=CCn1c(=O)[nH]c2cc(C(=O)N3CCN(c4ccc(C(C)=O)cc4)CC3)ccc2c1=O	0	-66	2.6	0.83	-13	-4	-7	1
CC1(C)Cc2cccc(OCC(=O)NCCc3ccc(S(N)(=O)=O)cc3)c2O1	-2	-11	0.1	0.98	2	7	-5	0
Cc1ccc(N(CC(=O)Nc2ccccc2-c2ccccc2)S(=O)(=O)c2ccccc2)c(C)c1	2	-2	2.9	0.98	6	2	23	0
O=C1OC(N2C(=O)CC[C@H]2C(=O)Nc2ccc(Br)cc2F)c2ccccc21 (some centres not stated)	0	54*	0.2	1.1	20	-16	-23	0
O=C(N1CCOCC1)N1CCC(n2nnc3ccccc32)CC1	1	23	-0.1	0.78	5	-6	1	-2
O=C1CN(C(=O)COC(=O)c2ccc(Cl)c(S(=O)(=O)N3CCCCC3)c2)c2ccccc2N1	-8	2	1.0	0.97	7	9	-15	3
CCS(=O)(=O)N1CCN(c2ccc(C(=O)NC34CC5CC(CC(C5)C3)C4)cc2[N+](=O)[O-])CC1	1	15	1.3	0.93	22	-6	-11	-15
Cc1ccn(CC(=O)N2CCCC(C(=O)c3cccc4ccccc34)C2)n1 (configuration not stated)	2	2	0.5	0.96	-2	-16	-21	-2
CCCCC(C(=O)O)C(C)CC(=O)Nc1nncs1 (configuration not stated)	-1	16	1.7	0.97	-22	-12	-1	-1
CCn1c(SCC(=O)NC2CCCCC2C)nnc1-c1ccc(OC)cc1 (configuration not stated)	2	22	-1.0	1.1	-8	-4	6	0
CC(=O)OC1CCC2(C)C3CCC4(C)C(C(C)=O)CCC4C3CC3OC32C1 (configuration not stated)	1	15	1.1	/	-7	/	-5	-7
CC(=O)NCCn1c(SCC(=O)NCC2CCCO2)nc2ccccc2c1=O (configuration not stated)	-1	15	1.9	1	-7	-9	-7	-1
CC(=O)Nc1ccc(N2C(=O)CC(N3CCN(Cc4ccc5c(c4)OCO5)CC3)C2=O)cc1 (configuration not stated)	0	12	-0.3	0.67	-3	4	-7	0
CC(C)(C)c1cc(CCC(=O)NNC(=S)NC(=O)c2ccccc2)cc(C(C)(C)C)c1O	1	11	80*	0.88	5	5	3	-5
Cc1ccc(S(=O)(=O)CC(=O)N2CCCCCC2)cc1	0	17	-0.1	1	-4	1	-4	4
O=C(CSc1ccc2ccccc2n1)Nc1ccc(N2CCOCC2)cc1	-1	-5	-2.9	0.93	-7	-7	-10	-4
COc1cccc(C(=O)NCC(C)(C)SCc2ccc(F)cc2)c1	1	10	0.7	0.94	7	-7	-5	10*
NS(=O)(=O)c1ccc(CCNc2nc(CN3CCOCC3)nc3sc4c(c23)CCC4)cc1	-4	-470	-0.1	1	17	-8	-2	0
CC/C(=C/c1sc2ccc(C)cc2[n+]1CCO)SC	-6	11	-2.2	0.86	25	-13	2	4
COc1ccccc1S(=O)(=O)Cc1ccc(C(=O)NC2CCCCCC2)o1	1	4	-0.7	0.83	5	13	5	0
C=CC[C@@H](CC(=O)N[C@H](CO)Cc1ccccc1)C(=O)NCCOC(=O)[C@@H](CC=C)CC(=O)OC(C)(C)C	1	24	-2.0	1.2	10	-7	-18	1
COc1ccccc1NC(=O)NC1(C(=O)N2CCN(C)CC2)CCCCC1	2	10	-1.2	0.95	-7	16	0	-2
COc1cc(CCNC(=O)c2ccccc2NC(=O)C2=C(C)OCCS2)cc(OC)c1OC	3	3	0.2	1.7	8	-9	-6	0
O=C(CCN1CCOCC1)NNC(=S)NC(=O)c1ccccc1	1	10	-2.4	1.7	16	4	-8	-1
CCOC(=O)c1sc(NC(=O)C(OC(C)=O)c2ccccc2)nc1C (configuration not stated)	3	8	-3.2	0.98	-11	-9	-10	-3
COc1ccc([N+](=O)[O-])cc1NC(=O)COC(=O)Cn1cnc2ccccc2c1=O	4	4	-1.3	1.1	-11	-9	-13	0
O=C(NC1CCCCC1)c1ccccc1-c1ccccc1	1	18	9.4	1.1	-5	12	-6	1
C/C(=N/NC(=O)CN1CCN(S(=O)(=O)c2ccc(Br)cc2)CC1)c1ccncc1	1	9	0.0	0.91	5	-10	-6	-1
Cc1ccc(C(=O)O/N=C(\N)Cc2cccs2)cc1[N+](=O)[O-]	0	0	-1.0	0.96	6	3	-1	2
CCN(CC)c1ccc(/C=C(\C#N)C(=O)c2ccc(Br)cc2)cc1	-27	50*	6.4	/	20	/	-14	-9
CCC(C)C(NC(=O)OC(C)(C)C)C(=O)NC(Cc1ccccc1)C(=O)OC (configuration not stated)	2	15	-3.4	1.1	14	-9	-13	2
CCn1c(=NC(=O)c2ccc(S(=O)(=O)N(C)C)cc2)sc2cccc(OC)c21	1	-109	1.5	1	-7	-9	-15	10*
CCOc1ccc(S(=O)(=O)N2CCCCC2)cc1NC(=O)C1COc2ccccc2O1 (configuration not stated)	1	15	0.2	1	20	-15	-8	3
COc1cccc(NC(=O)COC(=O)/C=C/c2c(C)nn(-c3ccccc3)c2C)c1	1	4	-1.7	0.82	3	-17	-10	-14
COc1ccc(N2CCN(C(=O)CNC(=O)c3ccc4ccccc4c3)CC2)cc1	2	-30	-1.6	0.94	14	-10	-3	1
CCN1CCN(c2cc(C)c3cc(NC(=S)N4CC(C)CC(C)C4)ccc3n2)CC1 (configuration not stated)	-33	-379	1.5	/	6	/	-2	1
COC(=O)c1ncccc1SC	0	6	0.3	1	8	11	-3	0
COc1ccc(-c2nc(NC3=NCCCCC3)sc2C)cc1	2	1	6.7	1.2	5	-6	8	-1
Cc1ccc(S(=O)(=O)Cc2ccc(C(=O)NC3CCCC3)o2)cc1	-1	13	0.5	1.2	16	-23	-8	3
COc1cccc(S(=O)(=O)N(C)C[C@@H]2OCc3cnnn3CCCC(=O)N([C@H](C)CO)C[C@H]2C)c1	3	17	0.2	/	0	/	/	/
